Screening data as filed in PubChem.
PTK2B oligo ant = antagonists of human Pyk2 oligomerization | Q14289 | Q293 cells, Pyk2 FERM NanoBiT luminescence; stronger effect = lower value | z-score (the deposit names both 25 µM and 10 µM) | 99,000 tested, 0.83% active | AID 1347419;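 active = Z-score of -3 or lower, scaled per plate to the spread of control and sample wells; inactive = z-score above -3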;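 also: negative z-score means lost luminescence so less FERM oligomerization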
Target sequence (Q14289 whole entry, looked up): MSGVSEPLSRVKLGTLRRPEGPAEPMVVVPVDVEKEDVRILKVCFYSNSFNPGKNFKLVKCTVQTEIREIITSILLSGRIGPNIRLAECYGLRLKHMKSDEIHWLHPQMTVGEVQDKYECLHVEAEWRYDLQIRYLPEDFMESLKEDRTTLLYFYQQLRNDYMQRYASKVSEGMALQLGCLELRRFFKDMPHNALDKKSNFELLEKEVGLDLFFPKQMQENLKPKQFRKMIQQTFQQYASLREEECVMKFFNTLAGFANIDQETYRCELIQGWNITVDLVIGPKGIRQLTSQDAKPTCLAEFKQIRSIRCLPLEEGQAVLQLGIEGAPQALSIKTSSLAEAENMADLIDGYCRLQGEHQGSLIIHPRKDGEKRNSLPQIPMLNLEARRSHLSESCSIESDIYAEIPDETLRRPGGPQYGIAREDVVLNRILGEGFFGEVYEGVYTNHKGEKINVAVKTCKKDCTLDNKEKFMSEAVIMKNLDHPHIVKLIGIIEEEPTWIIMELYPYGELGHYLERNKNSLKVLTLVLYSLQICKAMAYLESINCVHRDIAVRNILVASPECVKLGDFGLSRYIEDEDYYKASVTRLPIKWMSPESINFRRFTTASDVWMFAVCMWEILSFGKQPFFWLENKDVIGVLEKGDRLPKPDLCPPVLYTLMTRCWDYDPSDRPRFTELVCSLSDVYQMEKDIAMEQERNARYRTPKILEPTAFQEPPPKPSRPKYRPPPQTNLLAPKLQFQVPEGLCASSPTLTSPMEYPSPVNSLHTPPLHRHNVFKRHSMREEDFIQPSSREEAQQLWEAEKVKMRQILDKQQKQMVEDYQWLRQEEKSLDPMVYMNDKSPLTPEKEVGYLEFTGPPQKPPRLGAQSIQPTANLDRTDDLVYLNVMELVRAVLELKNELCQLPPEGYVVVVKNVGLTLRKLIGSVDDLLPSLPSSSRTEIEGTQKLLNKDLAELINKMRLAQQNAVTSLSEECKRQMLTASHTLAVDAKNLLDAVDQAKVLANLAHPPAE
VCAM1 TNFa inh = reduces TNF alpha induced VCAM1 expression in HUVEC. HUVEC TNFa-induced VCAM-1 immunofluorescence, high-content imaging. inhibition, % at 2 µM. 95,000 tested, 0.48% active;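 active = inhibition above the batch mean plus 3 SD, with images confirmed as a hit by eye, cut at about 37% in these data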;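 also: 0% = TNF-stimulated DMSO wells and 100% = unstimulated control wells; not every result past the cut was called active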
F-actin modifier = alters cytoskeleton assembly in HUVEC cells; HUVEC TNFa F-actin phalloidin imaging, high content; inhibition, % at 2 µM; 91,000 tested, 0.18% active;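 active = inhibition above the batch mean plus 3 SD and confirmed as a hit by visual image inspection, cut at about 30% in these data, passing the limit was not always enough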; also: strong numbers were not always called active
IL1B cytotox = HUVEC cytotoxicity counter-screen, IL-1B stimulated; HUVEC cell count loss, Hoechst imaging; cell count reduction, % at 2 µM; AID 845; 94,000 tested, 0.41% active;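 active = cell count reduction more than 3 SD above the screen-wide mean, cut at about 70% in these data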;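 also: normalized per plate to untreated control cells as the no-loss baseline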
TNFa cytotox = toxic to HUVEC cells under TNF alpha stimulation; AID 848; HUVEC TNFalpha-stimulated, Hoechst cell count, imaging; 93,000 tested, 0.17% active; cell count reduction, % at 2 µM;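 active = cell count reduction exceeding the screen mean by over 5 SD, scaled to untreated wells per plate, cut at about 78% in these data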;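 also: cells counted after 24 h of TNF alpha exposure following the 1 h pretreatment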
Smad3 inh = Smad3 (human) transcription factor binding inhibition; P84022; TR-FRET Smad3/Dy647-FoxH1 peptide binding, europium anti-His; inhibition, % at 25 µM; 88,000 tested, 0.29% active; AID 630;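 active = compounds that reduce the energy-transfer binding signal between the protein and its labelled peptide by more than half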;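 also: 0% = Smad3 plus labelled peptide maximal FRET and 100% = peptide-only background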
H69AR inhibit = blocks growth of human H69AR lung tumor cells. viability, % at 10 µM. 85,000 tested, 6% active. H69AR lung tumor viability, ATP luminescence, 72 h; stronger effect = lower value;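 active = viability at or below 40%; inactive = viability above 40%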;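 also: multidrug resistant small cell line overexpressing MRP-1 efflux transporter; 100% = mean luminescence of untreated control wells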
Fibroblast inh = blocks proliferation of human lung fibroblasts | LL 47 human lung fibroblast viability, ATP luminescence; stronger effect = lower value | viability, % at 10 µM | 85,000 tested, 1.1% active | AID 719;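 active = viability at or below 50% in the single dose screen; inactive = viability above 50%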;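 also: compound exposure lasted 72 h before the ATP readout; 100% = median luminescence of untreated cell-only wells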
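material = human LL 47 lung fibroblast cells | dosing = compounds added from tenfold dosing solution, 0.1% DMSO final | timing = overnight cell rest, 72 h compound treatment at 37 °C | measured by = CellTiter-Glo luminescence measuring cellular ATP | evaluation = % viability versus median cells-only luminescence | control set = cell-only wells, no compound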
HUVEC inhibit = blocks proliferation of human endothelial cells | viability, % at 10 µM (by protocol) | HUVEC proliferation, CellTiter-Glo luminescence, 72 h; stronger effect = lower value | AID 648 | 86,000 tested, 1.1% active;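 active = viability at or below 30%; inactive = viability above 30%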;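 also: 100% = median luminescence of DMSO-only cell control wells on each plate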
* = called active by the depositor; nt = no result given; [ ] = dose if it differs, or a comment. These rows are one share of the data (hit frequency here may not be typical).

SMILES	PTK2B oligo ant	VCAM1 TNFa inh	F-actin modifier	IL1B cytotox	TNFa cytotox	Smad3 inh	H69AR inhibit	Fibroblast inh	HUVEC inhibit
CN(C)CCN1C(=O)C(=O)/C(=C(/O)c2ccc(F)cc2)C1c1ccccc1 (stereo not drawn)	0.74	-17	-34	-15	15	2	91	99	107
Cc1ccc(/C=N/NC(=O)Cn2nccc2C)o1	0.51	-7	10	7	1	-11	83	97	99
CC(C)COP(=O)(c1ccc(N(C)C)cc1)C(O)c1ccccn1 (stereo not drawn)	0.99	-2	11	-48	-7	-10	92	93	100
CCOc1ccc(Cl)cc1S(=O)(=O)N1CCN(c2ccc(F)cc2)CC1	-2.7	-3	11	-4	-5	5	71	95	91
O=C(CSc1nnc(-c2cccs2)n1-c1ccccc1)NCc1ccc2c(c1)OCO2	-0.67	-7	11	-3	-15	-4	83	93	105
CCN(CC)S(=O)(=O)c1cccc(C(=O)N2CC(O)CC2C(=O)OC)c1 (stereo not drawn)	0.24	-4	10	12	-12	-5	91	103	101
Cc1cc(SCCOc2ccc(Br)cc2)nc(N)n1	1.2	5	nt	0	1	-4	98	108	100
O=C(Cn1nnc2ccccc21)OCC(=O)c1ccccc1	-0.35	8	4	5	-40	-3	96	97	95
CC1CCCN(c2nc3c(c(=O)[nH]c(=O)n3C)n2CCCc2ccccc2)C1 (stereo not drawn)	nt	nt	nt	nt	nt	-4	68	91	105
CC(C)CC(=O)Nc1cc2nn(-c3ccccc3)nc2cc1Cl	-0.26	1	26	-38	-9	15	87	105	93
Cc1noc(C)c1C(=O)Nc1ccccc1-c1ccccc1	2.2	7	-10	3	-12	4	85	99	94
Fc1ccc(CN2CCN(c3ncccn3)CC2)cc1	-0.29	-6	-3	nt	-19	8	106	103	98
Cc1ccc2c(c1)CCCN2C(=O)c1ccncc1	0.62	-5	7	10	4	6	92	88	96
CCN(CC)S(=O)(=O)c1ccc2nc(CSc3nnnn3-c3ccc(O)cc3)[nH]c2c1	-0.52	-13	-14	42	19	-4	78	98	96
COC(=O)NNC(=O)C(C)Oc1ccc(Cl)cc1Cl (stereo not drawn)	1.2	-16	-3	6	-2	nt	nt	nt	nt
CCOC(=O)C1=C(CSc2nc(CC)c(C)cc2C#N)OC(N)=C(C#N)C1c1ccc(OC)cc1 (stereo not drawn)	-1.1	15	-11	6	-29	3	42	93	90
NC(=O)c1ccccc1N/C=C/C(=O)c1ccc(Cl)cc1	-0.39	0	-16	2	6	10	74	79	73
COc1ccc(C)cc1S(=O)(=O)N(C)CC(=O)NCc1ccco1	0.18	-7	-10	-40	-6	12[fluorescence artefact?]	77	92	99
CSCC[C@H](NC(=O)CC(C)(C)C)c1nc2ccccc2[nH]1	-0.17	2	-2	-3	-29	-18	98	96	89
COc1ccc(Cn2nnnc2C(c2cc3cccc(C)c3[nH]c2=O)N2CCOCC2)cc1 (stereo not drawn)	0.33	4	51	-3	8	2	93	102	97
O=C(Nc1ccc(S(=O)(=O)NC2CCCC2)cc1)c1cnccn1	0.57	5	4	15	-19	0	81	93	101
O=C(Nc1cnn(Cc2ccccc2)c1)c1cc2nc(-c3ccco3)cc(C(F)(F)F)n2n1	-0.65	nt	nt	nt	nt	15[fluorescence artefact?]	74	106	75
CC1(C)CNC(=O)CC(C)(C)N1O	0.68	1	4	27	-4	-6	85	97	86
O=C(Nc1ccccc1)c1ccc(S(=O)(=O)N2CCOCC2)cc1	-0.01	-7	13	-9	-33	0	95	105	102
Cc1ccccc1CS(=O)(=O)CC1(O)CCN(C(=O)c2cccc(C(F)(F)F)c2)CC1	1.5	-2	-2	-4	-4	nt	nt	nt	nt
CCOC(=O)c1ccc(Oc2nc(OC)nc(N(C)C)n2)cc1	-0.7	nt	nt	nt	nt	5	88	99	102
Cc1cnc(C(=O)Nc2cccc3ncccc23)cn1	0.93	8	-14	-3	-30	-9	93	117	94
COCCCN(C(=O)Nc1ccc(C)c(C)c1)C(C)c1ccccn1 (stereo not drawn)	nt	-9	-2	12	-29	-1	105	93	92
COc1cccc(CNc2ccc(S(=O)(=O)Nc3nccs3)cc2)c1O	-0.43	32	-4	-39	17	11	95	96	90
C=CCn1c(SCC(=O)c2ccc(O)c(O)c2)nnc1-c1ccccc1OC	nt	24	7	9	17	6	20*	68	76
CCOC(=O)C1=C(O)/C(=C/c2cn(CC(=O)N3CCCC3)c3ccccc23)SC1=Nc1ccccc1	0.22	-1	18	24	-23	0	11*	56	61
Cc1ccc(S(=O)(=O)c2ccc(Oc3cccc(C)c3)cc2)cc1	-1.1	-12	-10	-84	9	nt	nt	nt	nt
CCC(=O)NC(=S)Nc1cccc(C(C)=O)c1	-0.8	2	13	-7	-10	nt	nt	nt	nt
COc1cccc(-c2csc(N3CCN(C(=O)NC45CC6CC(CC(C6)C4)C5)CC3)n2)c1	-1.4	-7	10	-26	-18	13	81	103	79
CC(Oc1ccc(Cl)cc1Cl)C(=O)Nc1ccncc1 (stereo not drawn)	2.4	10	9	-24	-4	2	34*	83	81
CCOC(=O)c1cnn(-c2ccccc2)c1NC(=O)c1ccc(C)cc1	-0.11	11	-11	-16	-5	8	75	94	94
Cc1onc(-c2ccccc2)c1-c1n[nH]c(=S)n1-c1ccc(C(=O)O)cc1	-0.36	8	5	4	-11	0	83	104	99
Cc1cccnc1NC(=O)C1CCCN(S(=O)(=O)c2ccc3c(c2)oc(=O)n3C)C1 (stereo not drawn)	nt	2	-4	5	-6	-19	96	100	95
Cc1onc(-c2ccccc2)c1C(=O)N[C@@H]1C(=O)N2[C@@H]1SC(C)(C)[C@@H]2C(=O)O	nt	nt	nt	nt	nt	5	90	98	96
CC(C)CCNC1=NCCCCC1	-0.18	8	-22	-8	37	-13	93	110	90
Cc1ccc(-n2c(SCn3nnc4ccccc4c3=O)nnc2-c2cccnc2)c(C)c1	-0.55	nt	nt	nt	nt	16	97	96	101
CC1(C)Cc2c(C#N)c(NC3CCCCC3)nc(-c3ccco3)c2CO1	nt	nt	nt	nt	nt	-3	63	89	99
O=C1CSc2ccccc2N1Cc1ccccc1F	-0.32	13	28	-22	-27	0	74	92	93
CC(C)NC(=O)c1ccc2c(c1)nnn2C	-0.38	nt	nt	-29	nt	-1	91	118	99
COc1ccc(N2CCN(C(=O)C3COc4ccccc4O3)CC2)cc1 (stereo not drawn)	-1.2	9	-6	-2	-6	4	105	109	102
CCOc1ccc2nc(N3CCC(C(=O)N4CCN(c5ncccn5)CC4)CC3)sc2c1	nt	nt	nt	nt	nt	5	38*	99	110
CC(c1nnnn1C(C)(C)C)N(Cc1cccnc1)Cc1ccccc1Cl (stereo not drawn)	-2.5	-5	3	-21	-7	4	78	92	92
COCCN1C(=O)C(O)=C(C(=O)c2cccs2)C1c1ccccc1 (stereo not drawn)	-0.2	7	16	-33	0	-10	87	97	89
CCOC(=O)CCSCC(=O)Nc1nnc(C)s1	nt	10	2	-33	5	nt	nt	nt	nt
Cn1c(-c2ccccc2)cc(=O)c2ccccc21	-0.42	2	-20	-17	5	nt	nt	nt	nt
CCCN1CNC(=S)N(c2cccc(C)c2C)C1	0.34	-6	9	1	-13	-13	99	97	97
Cc1cc([N+](=O)[O-])c(C(C)(C)C)cc1N	0.41	4	1	0	-22	nt	nt	nt	nt
Cc1ccc(C(=O)NNC(=O)c2cc3cc4ccccc4nc3s2)cc1	-0.09	-2	9	-46	-1	nt	nt	nt	nt
CC1CCN(S(=O)(=O)c2ccc(NC(=O)CCN3C(=O)c4ccccc4C3=O)cc2)CC1	-1.8	-9	5	0	-23	7	96	103	105
CCOC(=O)C1CCCN(C(=O)Nc2ccccc2)C1 (stereo not drawn)	0.71	-2	8	-17	-12	3	97	101	120
Cc1ccc(S(=O)(=O)N2CCN(C(=O)CSC3CCCC3)CC2)c(C)c1	-0.96	15	5	23	-19	-12	76	99	94
C=CCn1c(SCc2ccccc2)nc2scc(-c3ccc(C)o3)c2c1=O	-0.59	7	-23	2	11	2	52	89	90
N#Cc1cccc(-n2nnnc2-c2ccc3c(c2)OCO3)c1	-0.05	2	-10	7	-20	4	106	106	103
O=C1N=C(c2ccccc2)S/C1=C\c1cccs1	-0.38	3	nt	-2	-22	1	97	100	85
CCn1c(=NC(=O)c2ccc(S(=O)(=O)N3CCOCC3)cc2)sc2cccc(OC)c21	-1.7	-10	nt	-47	-15	1	nt	81	77

The listing continues.
SMILES	PTK2B oligo ant	VCAM1 TNFa inh	F-actin modifier	IL1B cytotox	TNFa cytotox	Smad3 inh	H69AR inhibit	Fibroblast inh	HUVEC inhibit
CCc1ccc(CN(C)CCc2ccccn2)cc1	-0.12	3	-5	12	-5	-2	78	94	89
C/C(CCc1ccc2c(c1)OCO2)=N\N=C(/N)SC1CC(=O)N(c2ccc(Cl)cc2)C1=O (stereo not drawn)	0.83	4	-6	0	0	nt	nt	nt	nt
CCOc1ccc(C(CCc2ccccc2)NC(=O)c2ccccc2OC)cc1OCC (stereo not drawn)	0.46	-7	14	-20	-28	nt	nt	nt	nt
Brc1ccc2[nH]ncc2c1	0.66	27	-8	-36	7	-10	99	97	83

Arranged by molecular weight (low to high): some entries from above
SMILES	PTK2B oligo ant	VCAM1 TNFa inh	F-actin modifier	IL1B cytotox	TNFa cytotox	Smad3 inh	H69AR inhibit	Fibroblast inh	HUVEC inhibit
CCCN1CNC(=S)N(c2cccc(C)c2C)C1	0.34	-6	9	1	-13	-13	99	97	97
Fc1ccc(CN2CCN(c3ncccn3)CC2)cc1	-0.29	-6	-3	nt	-19	8	106	103	98
NC(=O)c1ccccc1N/C=C/C(=O)c1ccc(Cl)cc1	-0.39	0	-16	2	6	10	74	79	73
CSCC[C@H](NC(=O)CC(C)(C)C)c1nc2ccccc2[nH]1	-0.17	2	-2	-3	-29	-18	98	96	89
COCCCN(C(=O)Nc1ccc(C)c(C)c1)C(C)c1ccccn1 (stereo not drawn)	nt	-9	-2	12	-29	-1	105	93	92
CC(C)COP(=O)(c1ccc(N(C)C)cc1)C(O)c1ccccn1 (stereo not drawn)	0.99	-2	11	-48	-7	-10	92	93	100
CC1CCCN(c2nc3c(c(=O)[nH]c(=O)n3C)n2CCCc2ccccc2)C1 (stereo not drawn)	nt	nt	nt	nt	nt	-4	68	91	105
C=CCn1c(SCC(=O)c2ccc(O)c(O)c2)nnc1-c1ccccc1OC	nt	24	7	9	17	6	20*	68	76
CCOc1ccc(Cl)cc1S(=O)(=O)N1CCN(c2ccc(F)cc2)CC1	-2.7	-3	11	-4	-5	5	71	95	91
Cc1cccnc1NC(=O)C1CCCN(S(=O)(=O)c2ccc3c(c2)oc(=O)n3C)C1 (stereo not drawn)	nt	2	-4	5	-6	-19	96	100	95
CCOc1ccc(C(CCc2ccccc2)NC(=O)c2ccccc2OC)cc1OCC (stereo not drawn)	0.46	-7	14	-20	-28	nt	nt	nt	nt
CCn1c(=NC(=O)c2ccc(S(=O)(=O)N3CCOCC3)cc2)sc2cccc(OC)c21	-1.7	-10	nt	-47	-15	1	nt	81	77
